# GAA glycogen – alters human alpha-glucosidase cleavage of glycogen; recombinant GAA, glycogen substrate, Amplex Red glucose oxidase fluorescence; Potency, µM (highest dose often 76.4 µM), for inactives: at the highest dose activity change, negative = inhibition, most hits filed as inhibitors; hit rate 0.38% among 300,000; AID 2100; active = well fitted inhibition curve with a large enough effect; inconclusive = small, poorly fitted or top-dose-only effect, or another doubt; inactive = no such curve, though single readings can be large or run the other way;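 also: 0% = full enzyme reaction and -100% = no-enzyme basal signal; the screen sought inhibitors and activators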
#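 Recombinant human enzyme (4 nM); glycogen substrate; 37 C, 40 min, pH 5.0. Readout: coupled glucose oxidase/Amplex Red fluorescence.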
# Numbers without * were called inactive; ? = inconclusive; & = joins results of further samples; [ ] = another dose, or the depositor's remark. Potency is read from the fitted curve at half-maximal effect. An excerpt; rates above refer to the full screens.
GAA glycogen | SMILES
5% | COc1cc(S(=O)(=O)NCc2ccccc2Cl)ccc1-n1cnnn1
5%[76.3 µM] | O=C(O)CN1C(=O)c2ccc(Oc3ccc([N+](=O)[O-])cc3)cc2C1=O
21%[76.3 µM] | Cc1ccc2c(cnn2C(=O)CCC(=O)N2CCCCC2)c1
1% | COc1ccc(S(=O)(=O)N(CC(=O)NCc2ccncc2)Cc2ccccc2)cc1
-3% | CCOC(=O)N1CCN(C(=O)c2cn(C)c3ccc(S(=O)(=O)N(CC)CC)cc3c2=O)CC1
-12%[76.3 µM] | CCC(=O)N1CCN(c2ccccc2NC(=O)COc2cccc(C)c2C)CC1
-7%[76.3 µM] | Cc1ccc(S(=O)(=O)N[C@@H](CC(C)C)C(=O)N2CCC(C(=O)N[C@@H](Cc3ccccc3)C(=O)O)CC2)cc1
-8%[76.3 µM] | CC(C)[C@H](NC(=O)[C@H]1N2C(=O)c3ccccc3C2SC1(C)C)C(=O)NCc1ccco1 (some centres not stated)
6%[76.3 µM] | Cc1ccc(N(CC(C)C)S(=O)(=O)c2nnc(NC(=O)c3cccs3)s2)cc1
1%[76.3 µM] | CN(C)c1nc(-c2ccccc2)c2cc(Cl)ccc2n1
-4% | COc1ccc(C(=O)/C=C2/C(=O)Nc3ccccc32)cc1OC
? | COc1ccccc1CNC(=O)C1CCN(S(=O)(=O)c2ccc3nc4c(c(C(=O)O)c3c2)CCCC4)CC1
1%&-17%[76.3 µM] | Cc1ccc(C)c(N2CCN(S(=O)(=O)c3csc(C(N)=O)c3)CC2)c1
1%[76.3 µM] | Cc1nn(C)c(C)c1C(C)NC(=O)c1cc(COc2ccc(F)c(F)c2)on1 (configuration not stated)
-2%[76.3 µM] | Cc1cc2oc(C(=O)NC3CCS(=O)(=O)C3)cc(=O)c2cc1C (configuration not stated)
1%[76.3 µM] | Cc1cc(Nc2cccc(C(F)(F)F)c2)nc2ccc(NC(=O)c3ccc(=O)[nH]c3)cc12
-3% | COc1ccc(C(=O)OCC(=O)C(C)(C)C)cc1S(=O)(=O)N(C)CCc1cccnc1
-9%[76.3 µM] | CCOC(=O)Cn1cnc2scc(-c3ccc(C)c(C)c3)c2c1=O
16%[76.3 µM] | CCOc1ccc(NS(=O)(=O)c2coc(C(N)=O)c2)cc1
0%[76.3 µM] | O=C(COc1ccccc1)NC(=S)Nc1cccc2cc(O)ccc12

# A draw from above in order of heavy-atom count, rising.
GAA glycogen | SMILES
1%[76.3 µM] | CN(C)c1nc(-c2ccccc2)c2cc(Cl)ccc2n1
16%[76.3 µM] | CCOc1ccc(NS(=O)(=O)c2coc(C(N)=O)c2)cc1
21%[76.3 µM] | Cc1ccc2c(cnn2C(=O)CCC(=O)N2CCCCC2)c1
-4% | COc1ccc(C(=O)/C=C2/C(=O)Nc3ccccc32)cc1OC
-9%[76.3 µM] | CCOC(=O)Cn1cnc2scc(-c3ccc(C)c(C)c3)c2c1=O
1%&-17%[76.3 µM] | Cc1ccc(C)c(N2CCN(S(=O)(=O)c3csc(C(N)=O)c3)CC2)c1
1%[76.3 µM] | Cc1nn(C)c(C)c1C(C)NC(=O)c1cc(COc2ccc(F)c(F)c2)on1 (configuration not stated)
-12%[76.3 µM] | CCC(=O)N1CCN(c2ccccc2NC(=O)COc2cccc(C)c2C)CC1
1% | COc1ccc(S(=O)(=O)N(CC(=O)NCc2ccncc2)Cc2ccccc2)cc1
-3% | COc1ccc(C(=O)OCC(=O)C(C)(C)C)cc1S(=O)(=O)N(C)CCc1cccnc1
1%[76.3 µM] | Cc1cc(Nc2cccc(C(F)(F)F)c2)nc2ccc(NC(=O)c3ccc(=O)[nH]c3)cc12
-3% | CCOC(=O)N1CCN(C(=O)c2cn(C)c3ccc(S(=O)(=O)N(CC)CC)cc3c2=O)CC1
? | COc1ccccc1CNC(=O)C1CCN(S(=O)(=O)c2ccc3nc4c(c(C(=O)O)c3c2)CCCC4)CC1

# Reprinted at random: two entries already listed, in no set order.
GAA glycogen | SMILES
0%[76.3 µM] | O=C(COc1ccccc1)NC(=S)Nc1cccc2cc(O)ccc12
-9%[76.3 µM] | CCOC(=O)Cn1cnc2scc(-c3ccc(C)c(C)c3)c2c1=O

# Next part
GAA glycogen | SMILES
3% | Clc1nnc(Cl)c2c1ncn2Cc1ccccc1
-5% | COc1ccc(C2=NOC(C(=O)NCc3cccnc3)C2)cc1OC (configuration not stated)
-2%[76.3 µM] | CCc1ccc(NC(=O)Cn2c(=O)n(CCCC(=O)NCc3ccccc3Cl)c(=O)c3ccccc32)cc1
-7%[76.3 µM] | CCOc1ccc(CNC(=O)c2ccc3c(c2)sc2nc(-c4ccc(OC)cc4)cn23)cc1
-1%[76.3 µM] | CC(C)(C)c1ccc(C(=O)N2CCN(C(=O)c3ccco3)CC2)cc1
-8%[76.3 µM] | CCN(CC)c1ccc(CNc2nnnn2C)cc1
0%[76.3 µM] | Cc1ccc(Cl)cc1NC(=O)C1CCCN(S(C)(=O)=O)C1 (configuration not stated)
-5% | CC(NC(=O)C(c1ccccc1)c1ccccc1)c1ccc(S(N)(=O)=O)cc1 (configuration not stated)
2% | COc1cc(/C=N/NC(=O)CCC(=O)Nc2ccc(Br)cc2)ccc1O
-4% | CC(=O)c1ccc(NC(=O)Cn2c(=O)oc3ccccc32)cc1
-17%[76.3 µM] | Fc1ccc(Br)cc1/C=N/N1CCN(c2ccccc2)CC1
-7%[76.3 µM] | Cc1nc2cc(NC(=O)c3ccco3)ccc2n1C
4%[76.3 µM] | Cc1cc(OCC(=O)N2CCc3ccccc3C2)c(C)cc1Br
-2% | COC(CNC(=O)c1ccc(CS(=O)(=O)c2c(Cl)cccc2Cl)o1)OC
-26%[76.3 µM] | Cc1cc(C)cc(NC(=O)NCc2c(-n3cccc3)sc3c2CCCC3)c1
-4%[76.3 µM] | Cc1cnc(C(=O)NC2CCSc3ccccc32)cn1 (configuration not stated)
-10% | CCOc1ccc(OCCn2c(S(=O)(=O)O)nc3c(N)ncnc32)cc1
-2%[76.3 µM] | O=C1CCCN1CCCNc1ccc2nnc(CCC(=O)N3CCN(c4ccc(F)cc4)CC3)n2n1
7%[76.3 µM] | CCOc1ccccc1C(=O)NCC(=O)Nc1ccc(-c2ccccc2)cc1
2%[76.3 µM] | CC(=O)c1cccc(NC(=O)c2ccc(NC(=O)CC3SC(N4CCCCC4)=NC3=O)cc2)c1 (configuration not stated)
11%[76.3 µM] | Cc1cccc(C(=O)Nc2nnc(S(=O)(=O)N3c4ccccc4CC3C)s2)c1 (configuration not stated)
3%[76.3 µM] | Cn1c(SCc2ccc(Br)cc2)nc2ccccc2c1=O
8% | CCc1nc2nc(C)c(NS(=O)(=O)c3ccc4c(c3)CCCC4)c(=O)n2[nH]1
3%[76.3 µM] | O=C(C1CCC1)N1CCN(c2ccc(Cl)cc2)CC1
1% | Cc1cccc(C)c1Nc1ncnc2ccccc12
2% | Cc1cc(C)cc(Nc2nc3ccc(C)cc3n3cnnc23)c1
-1% | Cc1ccc2c(c1)OC(c1ccc3c(c1)OCCO3)CC2=O (configuration not stated)
-14%[76.3 µM] | C#CCOc1ccc2c3c(c(=O)oc2c1)CCCC3
-7% | O=C(CNC(=O)C1COc2ccccc2O1)N/N=C/c1ccc([N+](=O)[O-])cc1 (configuration not stated)
-7%[76.3 µM] | CC(C)(C)OC(=O)N1CCC(C(=O)NCC2CCCO2)CC1 (configuration not stated)
13%[76.3 µM] | COc1ccc(/C=N/Nc2nc(C)cc(=O)[nH]2)cc1OC
7% | CC1CCN(c2nc3c(N)ncnc3n2[C@@H]2O[C@H](CO)[C@@H](O)[C@H]2O)CC1
2% | CC(=O)c1c(-c2ccccc2)c2cc([N+](=O)[O-])ccc2[nH]c1=O
-4%[76.3 µM] | COc1ccc2c(c1)c1c(c(=O)n(-c3cccc(C)c3)c(=O)n1CC(=O)Nc1c(C)cc(C)cc1C)n2C
6%[76.3 µM] | CC(=O)NC1CCCc2c1cnn2-c1ccc(C(C)(C)C)cc1 (configuration not stated)
4% | O=C(NC1CCCCCC1)c1ccc(Br)o1
-2%[76.3 µM] | O=C(c1cc(COc2ccc(F)cc2F)on1)N1CCOCC1
7% | CSc1nc(NCCCN(C)C)c2c3c(sc2n1)CN(C)CC3
-4%[76.3 µM] | Cc1c(C(=O)N2CCOCC2)oc2c1-c1nn(CC(=O)NCc3ccccc3)cc1CC2
-2%[76.3 µM] | CCc1ccc(NC(=O)CSc2nc3ncc(Br)cc3[nH]2)cc1
10%[76.3 µM] | O=C(CSc1nnc(CNC(=O)c2ccccc2)o1)c1ccccc1
15%[76.3 µM] | CC(C)C(=O)Nc1nc2c(s1)CC(C(C)(C)C)CC2 (configuration not stated)
-4%[76.3 µM] | Cc1cccc(CC(=O)Nc2sc(C(C)C)cc2C(=O)N2CCOCC2)c1
-6% | O=C(O)CSCC(=O)N1CCN(c2nc3cc(Cl)ccc3s2)CC1
-17%[76.3 µM] | COc1ccc(CCN2CC(C(=O)NCCc3cccc(F)c3)CCC2=O)cc1 (configuration not stated)
16%[76.3 µM] | CCCC(=O)N1c2ncnn2C2(CCCCC2)[C@@H]2CCCC[C@@H]21
5% | O=C(CN1CCC(C(=O)c2ccc(F)cc2)CC1)NCc1ccccc1F
2%[76.3 µM] | O=C(COc1ccc(F)cc1)N1CCC(Cc2ccccc2)CC1
-1% | Cc1ccc(COc2ccc(-c3nnco3)cc2)cc1
-8%[76.3 µM] | Cc1cc(C)cc(OCC(=O)Nc2nonc2-c2ccc(Br)cc2)c1

# Next part:
GAA glycogen | SMILES
2% | Cc1cc(N2CCOCC2)nc2ccc(NC(=O)CCC(=O)N3CCN(c4cccc(C(F)(F)F)c4)CC3)cc12
-8% | O=C(CN(C(=O)c1csnn1)c1cccc(F)c1)NC1CCCC1
-1% | CC(NC(=O)CNC(=O)C1CCCCC1)c1ccc(S(N)(=O)=O)cc1 (configuration not stated)
9%&-3%[76.3 µM] | Cc1cc2[nH]c(=O)c(=O)[nH]c2cc1S(=O)(=O)N1CCN(c2cccc(C)c2C)CC1
6% | O=C(CS(=O)CC(=O)N(CC(=O)NC1CCCC1)c1ccccc1F)Nc1ccc(F)cc1 (configuration not stated)
-1%[76.3 µM] | Cc1cccc(NC(=S)N2CCN(S(C)(=O)=O)CC2)c1
-8%[76.3 µM] | COc1cc(NS(=O)(=O)c2c(C)oc3c(F)c(F)c(F)c(F)c23)cc(OC)c1OC
3% | COc1ccc2[nH]c(C(=O)N3CCN(c4ccccc4F)CC3)c(C)c2c1
-4%[76.3 µM] | Cc1ccc(CS(=O)(=O)c2ncc(Cl)c(C(=O)Nc3nnc(C)s3)n2)cc1
5%[76.3 µM] | COc1ccc(S(=O)(=O)N2CCCC2=O)cc1N(C)S(C)(=O)=O
8%[76.3 µM] | CS(=O)(=O)N(CC(=O)NCCSCc1cccc(Cl)c1)c1ccc(F)cc1
1%[76.3 µM] | CC(NC(=O)Nc1ccc(F)cc1)c1ccc2c(c1)OCO2 (configuration not stated)
5%[76.3 µM] | O=C(Nc1ccc(Nc2ccccc2)cc1)c1cccc(F)c1
6% | Cc1ccc2nc3c(cc(C(=O)NCCc4ccccc4)c(=N)n3CCN3CCOCC3)c(=O)n2c1
-2%[76.3 µM] | C/C(=N\NC(=O)C1(C)CC1(Br)Br)c1ccc(C)cc1C (configuration not stated)
2% | COCCN1Cc2cccc(C(=O)NCCc3ccccc3)c2C1=O
-2%[76.3 µM] | CCN1CCN(CCCNC(=O)c2ccc(CS(=O)c3ccc(Br)cc3)o2)CC1 (configuration not stated)
-19% | Cc1cc(C)cc(NS(=O)(=O)c2cccs2)c1
-1%[76.3 µM] | CSc1ncc(C(=O)NCc2ccc(C)cc2)c(C)n1
-8%[76.3 µM] | Clc1ccc(CNCCCSc2ncccn2)cc1Cl
-9%[76.3 µM] | O=C(c1ccccc1Br)N1CCC(c2nc3ccccc3o2)CC1
1% | COc1ccc(Cl)cc1NC(=O)COc1ccc(S(=O)(=O)N2CCOCC2)cc1C
-12% | O=C(NCc1ccccc1Cl)C1CCN(S(=O)(=O)c2ccc(-n3cnnn3)cc2)CC1
-3%[76.3 µM] | COc1ccc(S(=O)(=O)N2CCOC2CNC(=O)C(=O)NCc2ccncc2)cc1OC (configuration not stated)
-10% | CCOc1ccc(C(C)=O)cc1COC(=O)C(C)N=C1NS(=O)(=O)c2ccccc21 (configuration not stated)
-1%[76.3 µM] | CN(C(=O)c1ccccc1-c1ncc[nH]1)C1CCCN(Cc2ccccc2F)C1 (configuration not stated)
-7%[76.3 µM] | C=CCn1c(=O)c(C(=O)NCc2ccc3c(c2)OCO3)c(O)c2cc(OC)c(OC)cc21
5%[76.3 µM] | O=C1CC[C@H](OCc2ccccc2)CCN1[C@H](CSc1ccccc1)Cc1ccccc1
-6%[76.3 µM] | Cc1ccc(CN2CCNC(=O)C2CC(=O)N(C)C2CCCCC2)cc1 (configuration not stated)
-19% | NC(=O)c1ccccc1OCC(=O)N1CCc2ccccc2C1
-16% | Cc1cc(NC(=O)CCC(=O)N(Cc2ccco2)C(C(=O)NC2CCCC2)c2ccccc2)no1 (configuration not stated)
2% | COc1ccccc1CNC(=O)CN(C)Cc1ccc(SC)cc1
-2%[76.3 µM] | COc1cccc(NC(=O)Cn2cc(C=O)c3ccccc32)c1
-3%[76.3 µM] | CCOC(=O)c1ccc2[nH]c3c(c2c1)CCCC3NC=O (configuration not stated)
2% | CC(=O)c1cccc(S(=O)(=O)NC(C)C2CC3CCC2C3)c1 (configuration not stated)

# Screening results: PubChem BioAssay, National Center for Advancing Translational Sciences (NCATS)
